Source: PubChem
Y pestis TopoI – blocks Yersinia pestis topoisomerase I activity | 360,000 compounds, 0.064% hits | activity, % at 10 µM | Y. pestis Topo-I cleavage product accumulation, plate reader; in the data active means activity above about 50%, passing the limit was not always enough; further: inactives centre near 2
CCHF vOTU inh – blocks the CCHF virus ovarian tumor domain protease; CCHFV vOTU protease, Pep-AMC fluorescence; inhibition, % at 11.5 µM; 370,000 compounds, 0.55% hits; AID 651958; in the data active means inhibition above about 30%; further: 0% = vehicle wells with enzyme and 100% = no enzyme wells
DUSP3 inh – DUSP3 (human) phosphatase inhibition; inhibition, % at 13.3 µM; P51452; recombinant VHR phosphatase, pNPP absorbance; AID 1654; 290,000 compounds, 0.52% hits; in the data active means inhibition above about 50%; further: some compounds called inactive have numbers as strong as hits
Rv3671c protease – Rv3671c (M. tuberculosis) protease inhibition | P9WHR9 | inhibition, % at 5.96 µM | 320,000 compounds, 0.048% hits | AID 2606; in the data active means inhibition above about 38%;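 further: extracellular domain of Rv3671c used as enzyme; 0% = enzyme with DMSO and 100% = no enzyme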
PrPC TRFRET – inhibitors of human cell surface prion protein PrPC. 370,000 compounds, 0.43% hits. TR-FRET read-out. P04156. inhibition, % at 13.8 µM. AID 720596; in the data active means inhibition above about 24%; further: 0% = median of the test wells and 100% = reference compound wells
Vc quorum ag – induces V. cholerae light production without autoinducers; 350,000 compounds, 0.16% hits; AID 588436; activation, % at 18.7 µM; V. cholerae BH1578 lux reporter, luminescence, 6 h; in the data active means activation mostly above about 9.7%, no sharp cut-off; further: not every result past the cut was called active; inactives centre near 0; reference of the scale not given here
SSB-PriA inh – blocks PriA binding to SSB C-terminal tail; AlphaScreen SSBct-PriA binding, biotinylated peptide; inhibition, % at 33 µM; 430,000 compounds, 0.6% hits; AID 1272365; in the data active means inhibition mostly above about 37%, no sharp cut-off; inactive means mostly below about 20%;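 further: plate controls were negative control peptide for no effect and reference peptide for full effect; strong numbers were not always called active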
SARS 3CLpro inh – SARS-CoV 3CLpro protease inhibition; 290,000 compounds, 0.14% hits; P0C6X7; recombinant SARS-CoV 3CLpro, quenched FRET peptide cleavage; inhibition, % at 6 µM; in the data active means inhibition above about 12%
TcdB GH inh – inhibitors of Clostridioides difficile toxin B glycohydrolase; 350,000 compounds, 0.24% hits; P18177; inhibition, % at 9.99 µM; TcdB glycohydrolase enzymatic assay, plate reader; in the data active means inhibition above about 10%
MazEF act – MazEF (E. coli) toxin RNase activation; 350,000 compounds, 0.32% hits; FAM/BHQ RNA-DNA oligo cleavage fluorescence, 5 h; AID 504720; activation, % at 20 µM; in the data active means activation above about 50%
The depositor's hits bear a star; i = inactive; . = not tested or not shown; & = joins results of further samples.

SMILES	Y pestis TopoI	CCHF vOTU inh	DUSP3 inh	Rv3671c protease	PrPC TRFRET	Vc quorum ag	SSB-PriA inh	SARS 3CLpro inh	TcdB GH inh	MazEF act
COc1ccc(OC)c(C(=O)CSc2nnc(-c3cccnc3)n2C)c1	-7	27	21	-10	3	-12	-6	3	.	-1
O=C(NC1CCCc2ccccc21)C1CCCC1 (stereo unspecified)	12	-12	2	-6	1	-0.4	-9	-1	-0.3	8
Cc1ccc(-c2nn(-c3ccccc3)cc2C(=O)Nc2cccc(S(=O)(=O)N3CCOCC3)c2)cc1	3	2	13	-239	-2	-0.2	1	2	.	-3
Cc1c(C)c2ccc(OCC(=O)N3CCC(C(=O)O)CC3)cc2oc1=O	7	-42	13	-11	-7	-0.4	-8	-4	-0.7	0
CC1CCN(c2nc3ccccn3c(=O)c2C=O)CC1	-12	7	15	7	-3	0.0	-11	4	0.0	1
CCCNC(=O)c1ccc(N2CCC3(CC2)CC(c2ccccc2)=NO3)c([N+](=O)[O-])c1	18	9	17	0	-22	-2.1	17	0	0.5	-2
C#CCNCCS(=O)(=O)N(Cc1ccc(Br)cc1)[C@@H](C)C(=O)O	6	-2	.	.	2	-0.7	-7	.	0.4	1
Cc1ccc(C)c(CN2C(=O)NC3(CCCCCC3)C2=O)c1	15	6	12	2	-2	-0.4	-2	0	1.3	4
CC/C(C)=N/NS(=O)(=O)c1ccc(C)c([N+](=O)[O-])c1	7	4	19	0	-6	-0.6	.	6	0.5	122*
CCOc1ccc2nc(NC(=O)CSc3ccccc3)sc2c1	2	7	10	4	2	-0.7	-1	-1	.	-7
Cc1cc(=O)oc2cc(OC(C(=O)O)c3ccccc3)ccc12 (stereo unspecified)	-3	11	2	6	-5	i	-6	-1	0.4	3
COc1cc(/C=C/C(=O)O)cc(S(=O)(=O)NNC(=O)c2cc(C)oc2C)c1OC	3	-151	.	1	-8	-4.3	-3	.	0.6	0
O=C(CN(CC1CCCO1)C(=O)CCC(=O)Nc1ccccn1)NCc1ccccc1 (stereo unspecified)	-10	-11	26	4	-3	.	-21	-2	.	3
CCc1ccc(CN(C(=O)c2cccs2)C2CCS(=O)(=O)C2)cc1 (stereo unspecified)	13	4	36	-3	-6	i	-4	0	2.0	6
Cc1ccc(O)c(NC(=S)NC(=O)c2ccc(-c3ccc(Cl)cc3)o2)c1	2	7	.	-14	-2	-0.5	15	8	.	5
O=C(COC(=O)COc1cccc2ccccc12)NCC(F)(F)F	-5	-11	11	-1	7	0.2	-5	7	1.1	-4
Cc1nsc2nc3c(F)c(F)c(F)c(F)c3cc12	-7	-5	13	-1	-18	-0.2	-9	1	-0.9	8
COc1ccc(C(=O)N/C(=C\c2ccco2)C(=O)NCCN2CCOCC2)cc1	-1	.	8	3	.	i	4	-3	.	-8
CC(=O)Nc1ccc(NC(=O)CSc2nnc3ccc(-c4cccnc4)nn23)cc1	-1	-6	.	11	-10	-0.7	-6	.	1.9	4
Cc1ccc(-n2nnnc2Sc2nc([N+](=O)[O-])nn2C)c(C)c1	-10	5	.	1	-11	-0.3	3	-1	.	5
CN(C)c1cccc(C(=O)N2CCCC(C(=O)c3cc(F)ccc3F)C2)c1 (stereo unspecified)	5	-1	16	3	10	i	18	2	-0.5	14
COc1ccc(-n2c(O)c(C=Nc3ccccc3)c3ccccc3c2=O)cc1	-5	-4	18	4	4	-0.3	-9	-1	0.3	8
CCSc1nnc(NC(=O)CSc2nnc(Cc3cccn3C)n2-c2ccc(F)cc2)s1	-12	12	19	.	5	-0.1	5&-20	1	1.9	2
Cc1cnccc1CNC(=O)C1CCC(=O)N(Cc2ccc(Cl)cc2)C1 (stereo unspecified)	7	12	13	-5	2	-0.2	-4	0	2.3	4
COc1ccc(Cl)cc1N(C)C(=O)CCc1nc(-c2ccc(C)cc2)no1	1	14	21	-5	-10	0.1	-40	6	.	7

Part of the list above in order of formula weight, high to low.
SMILES	Y pestis TopoI	CCHF vOTU inh	DUSP3 inh	Rv3671c protease	PrPC TRFRET	Vc quorum ag	SSB-PriA inh	SARS 3CLpro inh	TcdB GH inh	MazEF act
Cc1ccc(-c2nn(-c3ccccc3)cc2C(=O)Nc2cccc(S(=O)(=O)N3CCOCC3)c2)cc1	3	2	13	-239	-2	-0.2	1	2	.	-3
O=C(CN(CC1CCCO1)C(=O)CCC(=O)Nc1ccccn1)NCc1ccccc1 (stereo unspecified)	-10	-11	26	4	-3	.	-21	-2	.	3
CC(=O)Nc1ccc(NC(=O)CSc2nnc3ccc(-c4cccnc4)nn23)cc1	-1	-6	.	11	-10	-0.7	-6	.	1.9	4
C#CCNCCS(=O)(=O)N(Cc1ccc(Br)cc1)[C@@H](C)C(=O)O	6	-2	.	.	2	-0.7	-7	.	0.4	1
Cc1ccc(O)c(NC(=S)NC(=O)c2ccc(-c3ccc(Cl)cc3)o2)c1	2	7	.	-14	-2	-0.5	15	8	.	5
CN(C)c1cccc(C(=O)N2CCCC(C(=O)c3cc(F)ccc3F)C2)c1 (stereo unspecified)	5	-1	16	3	10	i	18	2	-0.5	14
COc1ccc(-n2c(O)c(C=Nc3ccccc3)c3ccccc3c2=O)cc1	-5	-4	18	4	4	-0.3	-9	-1	0.3	8
CCOc1ccc2nc(NC(=O)CSc3ccccc3)sc2c1	2	7	10	4	2	-0.7	-1	-1	.	-7
O=C(COC(=O)COc1cccc2ccccc12)NCC(F)(F)F	-5	-11	11	-1	7	0.2	-5	7	1.1	-4
Cc1ccc(C)c(CN2C(=O)NC3(CCCCCC3)C2=O)c1	15	6	12	2	-2	-0.4	-2	0	1.3	4
Cc1nsc2nc3c(F)c(F)c(F)c(F)c3cc12	-7	-5	13	-1	-18	-0.2	-9	1	-0.9	8
CC1CCN(c2nc3ccccn3c(=O)c2C=O)CC1	-12	7	15	7	-3	0.0	-11	4	0.0	1
O=C(NC1CCCc2ccccc21)C1CCCC1 (stereo unspecified)	12	-12	2	-6	1	-0.4	-9	-1	-0.3	8

(list continues)
SMILES	Y pestis TopoI	CCHF vOTU inh	DUSP3 inh	Rv3671c protease	PrPC TRFRET	Vc quorum ag	SSB-PriA inh	SARS 3CLpro inh	TcdB GH inh	MazEF act
O=S1(=O)CCN(C2CC2)CC1	2	0	.	.	-1	i	.	.	-0.4	11
CC1(C(=O)NCc2ccccn2)CCN1C(=O)Cc1ccc(Cl)cc1Cl (stereo unspecified)	0	2	.	.	-7	-1.6	.	.	0.7	.
O=C(CC(CC(=O)c1ccccc1)c1ccco1)c1ccccc1	3	1	.	.	-8	i	.	.	1.3	-7
Cc1ccc2c(c1)N(C(=O)CCC(=O)N1CCC3(CC1)OCCO3)CC(C)O2 (stereo unspecified)	-1	12	10	-1	-2	-5.1	-6	0	0.9	-3
COc1ccc(NC(=O)C(c2ccc(OC)cc2)N(Cc2ccco2)C(=O)CC2NC(=O)NC2=O)cc1 (stereo unspecified)	5	-10	8	-6	-4	-0.1	8	1	1.1	-10
COc1cc(-c2coc3c(C(=O)NCc4ccccc4)cccc23)ccc1O	7	41*	.	.	2	-0.3	.	.	0.2	.
CC(C)CN(C(=O)CN1CCN(S(=O)(=O)c2ccc3ccccc3c2)CC1)c1c(N)n(CC(C)C)c(=O)[nH]c1=O	0	-10	13	4	2	-0.3	4	2	-4.0	4
COc1ccccc1C(=O)OCC(=O)Nc1ccccc1OC(F)F	1	6	-4	-1	-2	-0.2	-15	-1	1.5	-1
Nc1ccccc1Nc1nc2ccccc2[nH]1	-4	-14	43	-1	1	-0.3	24	0	0.6	-21
O=C(Nc1cc([N+](=O)[O-])ccc1F)c1cccs1	-3	5	-2	-2	-22	-0.3	-4	4	.	1
Cc1ccccc1NC(=S)NC(NC(=O)c1ccco1)C(Cl)(Cl)Cl (stereo unspecified)	0	-3	-5	-5	1	-0.2	-9	3	-0.6	-4
CC(NC(=O)COC(=O)C1CCC1)c1ccccc1 (stereo unspecified)	-3	7	.	7	-1	-0.2	-4	.	0.6	-13
CC(=O)OCC(=O)[C@H]1CC[C@H]2[C@@H]3CCC4=CC(=O)CC[C@]4(C)[C@H]3CC[C@]12C	-2	3	-11	-3	-2	4.2	7	-8	0.7	9
O=C(Nc1ccccc1C(F)(F)F)c1cc(S(=O)(=O)N2CCOCC2)ccc1F	0	0	-5	-5	-3	-1.0	1	0	.	-6
CC(C)(C)c1ccc(-c2nnc3sc(-c4ccncc4)nn23)cc1	6	-10	-5	-4	5	-12	-12	2	.	12
Cc1ccc(CN2CCN(Cc3cn[nH]c3-c3cccc(F)c3)CC2CCO)o1 (stereo unspecified)	-1	8	13	-3	-6	-0.2	3	2	0.9	1
CCCN(CC1COc2ccccc2O1)C(=S)Nc1ccc(C)cc1 (stereo unspecified)	20	-1	28	3	5	i	-30	5	.	4
CCN(CC(=O)Nc1ccc(NC(C)=O)cc1)C(=O)Cc1ccc(Cl)c(Cl)c1	0	-3	21	.	-1	0.1	-13	-5	1.1	0
CCc1ccc(Nc2nc(C)cc(C)c2C(N)=O)cc1	-16	0	2	4	4	-2.0	-11	-5	1.5	-6
Cc1cccc(NC(=O)C2CCN(S(=O)(=O)c3cccc4cccnc34)CC2)c1	5	-7	25	-1	-6	-0.2	-6	.	0.1	10
COc1ccc(-c2noc(CN(C(=O)c3ccc(OC(C)=O)cc3)C(C)C)n2)cc1OC	7	7	-2	-9	0	-0.4	8	2	.	-1
Nc1nc(Nc2ccccc2)n[nH]1	1	32*	27	-1	5	-0.5	-14	-1	13*	2
CCOc1ccccc1CN1CCNC(=O)C1CC(=O)N(C)CCc1ccccn1 (stereo unspecified)	1	12	38	8	2	i	-14	-1	0.1	7
Cc1cccc(N2C(=O)c3ccc(C(=O)Nc4ccccn4)cc3C2=O)c1	-10	6	5	-5	-1	-0.3	-5	4	0.1	-5
CCCCN(C(=O)/C=C/c1ccco1)c1c(N)n(CC(C)C)c(=O)[nH]c1=O	-10	-4	20	0	-5	0.8	-4	-1	0.1	-26

Other compounds.
SMILES	Y pestis TopoI	CCHF vOTU inh	DUSP3 inh	Rv3671c protease	PrPC TRFRET	Vc quorum ag	SSB-PriA inh	SARS 3CLpro inh	TcdB GH inh	MazEF act
CC(=O)N1CCc2cc(Br)cc(S(=O)(=O)NCCN3CCCCC3C)c21 (stereo unspecified)	1	0	21	4	-6	0.5	-21	-6	.	0
O=C(COC(=O)/C=C/c1ccc(S(=O)(=O)N2CCOCC2)cc1)NCc1ccc(Cl)cc1	2	5	4	3	-2	-0.1	-4	2	-0.2	-1
O=C(O/N=C1\CCCc2ccccc21)C1CC1	0	-10	9	6	1	i	.	-1	2.2	-4
Cc1noc(C)c1S(=O)(=O)N1CCCC(C(=O)Nc2cccnc2)C1 (stereo unspecified)	1	10	-14	-3	-2	i	-17	2	.	-3
O=[N+]([O-])c1cc2c(cc1/C=N/n1cnnc1)OCO2	6	8	12	-4	-28	1.6	.	2	0.9	-3
COc1ccc(C(=O)N/C(=C\c2cc(OC)c(OC)cc2[N+](=O)[O-])C(=O)NCCO)cc1	6	23	2	1	-15	-0.2	-7	7	-0.8	-11
C=CCN(CC=C)CC(O)CN(c1cc([N+](=O)[O-])ccc1OC)S(=O)(=O)c1ccccc1 (stereo unspecified)	-7	-4	-13	-7	-11	-0.4	26	-1	.	-1
CCOc1ccc(NC(=S)N(CCN2CCOCC2)Cc2cc3cc4c(cc3[nH]c2=O)OCCO4)cc1	11	0	25	-4	-3	-0.6	13	4	0.6	4

Some of the compounds tested. The share of hits here may be higher or lower than overall.
